CaV13 FRET inh: Primary screen for inhibitors of IQ motif and Ca2+-dependent inactivation inhibitor domain binding in CACNA1D, Förster resonance energy transfer in living cells, … | HEK cells, CFP/YFP FRET ICDI-IQ, plate reader, 10 min; percent FRET-ratio fall versus neutral wells | inhibition, % at 12.3 µM | 340,000 compounds, 0.098% hits | AID 743397;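 active means mean replicate inhibition of at least 30% and at least 1% of replicates passing that level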;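 further: 0% = median of the neutral control wells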
ABCB6 inh 2: human ABCB6 transporter inhibition; Q9NP58; 360,000 compounds, 0.19% hits; K562-ABCB6 porphyrin accumulation, flow cytometry, 1 h; hits give low values; fluorescence ratio to DMSO, % at 10 µM;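 active means fluorescence ratio to DMSO below 75%, the collection mean minus 3 SD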;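 further: signal is porphyrin accumulated inside mitochondria; 100% equals median channel fluorescence of DMSO control wells; lower ratio means ABCB6 inhibition with less porphyrin fluorescence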
Target sequence (Q9NP58 whole entry, looked up): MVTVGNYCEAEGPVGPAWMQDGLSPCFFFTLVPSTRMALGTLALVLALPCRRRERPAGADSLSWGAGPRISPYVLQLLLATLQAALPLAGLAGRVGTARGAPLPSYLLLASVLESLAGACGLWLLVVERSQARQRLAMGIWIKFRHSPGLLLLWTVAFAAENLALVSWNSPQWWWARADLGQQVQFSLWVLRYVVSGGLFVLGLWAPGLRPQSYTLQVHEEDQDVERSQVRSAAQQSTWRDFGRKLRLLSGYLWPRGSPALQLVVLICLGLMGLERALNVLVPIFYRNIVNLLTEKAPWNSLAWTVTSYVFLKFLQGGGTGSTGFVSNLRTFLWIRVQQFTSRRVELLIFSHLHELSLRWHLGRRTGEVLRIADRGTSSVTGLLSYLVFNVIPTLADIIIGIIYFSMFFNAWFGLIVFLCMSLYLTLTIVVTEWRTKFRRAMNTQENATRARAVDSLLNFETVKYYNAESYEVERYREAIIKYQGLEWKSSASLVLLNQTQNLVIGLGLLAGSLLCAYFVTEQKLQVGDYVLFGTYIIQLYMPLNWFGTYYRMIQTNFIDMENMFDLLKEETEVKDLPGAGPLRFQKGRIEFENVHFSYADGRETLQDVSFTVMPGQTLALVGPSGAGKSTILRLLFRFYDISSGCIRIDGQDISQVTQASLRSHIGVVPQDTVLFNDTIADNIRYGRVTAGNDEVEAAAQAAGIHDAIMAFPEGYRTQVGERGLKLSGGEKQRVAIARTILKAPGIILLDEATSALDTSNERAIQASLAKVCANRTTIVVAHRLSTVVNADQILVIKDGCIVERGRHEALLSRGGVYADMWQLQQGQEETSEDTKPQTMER
N-glyco inh: N-linked glycosylation inhibition; D54 ERlucT glycosylation luciferase reporter, 24 h; percent of 100 nM tunicamycin response; reporter increase, % at 12.5 µM; 360,000 compounds, 0.23% hits;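 active means mean luciferase reporter signal, scaled so untreated is 0 and the glycosylation-blocking control 100, at or above a set limit in every replicate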;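 further: luciferase carries N-glycosylation sites so blocking glycosylation raises the light; 0% = median of neutral control wells and 100% = median of 100 nM tunicamycin wells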
Granule exo inh: blocks lytic granule exocytosis. TALL-104 LAMP-1 surface exposure, flow cytometry; cells stimulated with thapsigargin and PMA. inhibition, % at 10 µM. 360,000 compounds, 0.66% hits. AID 651702;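 active means inhibition above about 55%, limit read from the data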
ABHD5-PLIN5 inh: inhibitors of human ABHD5-perilipin-5 interaction; 360,000 compounds, 0.78% hits; inhibition, % at 4 µM; Split G. princeps luciferase complementation, luminescence, 4 h; AID 602281; Q00G26+Q8WTS1;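 active means inhibition above the mean inhibition across every tested compound plus 3 SD, cut at about 22% in these data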;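 further: 0% = DMSO only wells and the 100% control is not disclosed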
m5-HT2A agonist: mouse HTR2A agonism via beta-arrestin recruitment | P35363 | CHO-K1 mHTR2A beta-arrestin complementation, luminescence; percent of 30 µM serotonin response | activation, % at 7.6 µM | 360,000 compounds, 0.66% hits | AID 624169;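 active means activation above a run cutoff, the mean activation of all tested compounds plus 3 SD, cut at about 14% in these data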;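 further: 0% = plate median of compound wells and 100% = 30 µM serotonin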
MC4R antagonist: human MC4R antagonism in cAMP assay | P32245 | MC4R-expressing cells, MTII-stimulated cAMP, LANCE TR-FRET | inhibition, % at 6.5 µM | 360,000 compounds, 0.48% hits | AID 540295;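 active means inhibition above its plate's cutoff, the mean of tested wells on that plate plus 3 SD, cut at about 29% in these data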;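 further: 0% = Melanotan II alone and 100% = Melanotan II plus saturating MCL0020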
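system = U2OS cells with stable human MC4R expression | also added = Melanotan II challenge after compound preincubation | dosing = one concentration, 6.5 µM nominal | incubation = compound 30 min, challenge 1 h, detection 1 h | measured by = TR-FRET with Eu-cAMP and labeled anti-cAMP, 671 nm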
PDI inh: blocks human protein disulfide isomerase activity; P07237; PDI insulin aggregation turbidity, A650, 90 min; inhibition, % at 10 µM; 350,000 compounds, 0.052% hits; AID 588391;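 active means mean inhibition across replicates of 30% or more, whatever share of single replicates reach that level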;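 further: absorbance from insulin aggregation driven by PDI reduction with DTT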
MC4R ag barr: human MC4R agonism via beta-arrestin | U2OS MC4R beta-arrestin complementation, luminescence; percent of melanotan II response, DMSO zero | activation, % at 8.9 µM | 360,000 compounds, 0.98% hits | AID 540308;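 active means activation above a per-plate cutoff, the mean activation of sample wells on that plate plus 3 SD, cut at about 8% in these data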
H9c2 protect: myocardial damage modulation in H9c2 cells; H9c2 cardiomyocytes, H2O2 injury protection, ATPLite, 2 h; protection from H2O2 cell death, % at 20 µM; 360,000 compounds, 0.63% hits; AID 588492;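 active means compounds giving at least 50% protection of heart cells from peroxide-induced death in the single-dose screen, raw or plate-pattern-corrected value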;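 further: 0% = DMSO wells with peroxide and 100% = DMSO wells without peroxide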
* = called active by the depositor; / = not tested or not shown.

SMILES | CaV13 FRET inh | ABCB6 inh 2 | N-glyco inh | Granule exo inh | ABHD5-PLIN5 inh | m5-HT2A agonist | MC4R antagonist | PDI inh | MC4R ag barr | H9c2 protect
O=C(Nc1ccccc1Cl)NC1(C(=O)N2CCCC2)CCCCC1 | / | 95 | 1 | -2 | 4 | 3 | 6 | 9 | -0.7 | 8
COc1ccc2[nH]c(C(=O)N3CCc4ccccc4C3)c(C)c2c1 | -2 | 94 | 0 | 0 | 2 | 1 | 2 | 1 | -2.2 | -8
O=c1c2[nH]c3ccccc3c2ncn1CCC1=CCCCC1 | -3 | 101 | 2 | 0 | 0 | -2 | 1 | 3 | 7.5 | -8
CCOC(=O)CNC(=O)N1CCCC(CNS(=O)(=O)c2cccs2)C1 (stereo unspecified) | 0 | 98 | 2 | 1 | -2 | -2 | 12 | 3 | -2.8 | -2
O=c1[nH]c(CSc2nnnn2-c2ccc(Cl)cc2)nc2ccccc12 | -4 | 105 | 0 | 3 | -1 | 3 | 2 | -1 | -1.8 | 41
CC(=O)Cc1nsc(NC(=O)c2ccc(-c3cccc(Cl)c3)o2)n1 | -2 | 97 | 8 | -1 | -1 | -9 | -8 | -13 | -2.2 | -6
Cc1ccc(Oc2ccc(OCC(=O)Nc3ccncc3)cc2)cc1 | -7 | 98 | -2 | -1 | -1 | 2 | 3 | -4 | 2.4 | -9
COC(=O)c1ccccc1NC(=O)CN(Cc1ccc(Cl)cc1)S(C)(=O)=O | -7 | 104 | 1 | 2 | 10 | 0 | 11 | -1 | 0.1 | 12
COc1cc(CCCN2CCNC[C@H]2Cc2cccc3ccccc23)cc(OC)c1OC | -11 | 95 | 7 | -5 | 8 | -5 | 0 | -4 | 1.9 | 1
CCOC(=O)C1(Cc2cccc(OC)c2)CCCN(Cc2ccc(NC(C)=O)cc2)C1 (stereo unspecified) | -7 | 102 | -1 | -1 | 4 | 1 | 7 | -3 | 0.0 | 2
CC(C)c1ccc(S(=O)(=O)N2CCN(C(=O)CN3C(=O)NC(C)(c4ccccc4)C3=O)CC2)cc1 (stereo unspecified) | -5 | 90 | 0 | -3 | 4 | 9 | 14 | 2 | -1.3 | -7
CC1(C2CC2)NC(=O)N(CC(=O)Nc2ccc(SC(F)F)cc2)C1=O (stereo unspecified) | -6 | 92 | 0 | 0 | -3 | 1 | 8 | 0 | -1.2 | -4
CC(=O)Nc1ccc(C(=O)NN2C(=O)NC3(CCCCC3)C2=O)cc1 | -6 | 95 | 4 | -2 | 15 | 3 | 0 | 5 | -0.6 | 4
Cc1ccc(S(=O)(=O)N2CCCCC2)cc1NC(=O)CCNC(=O)c1ccc([N+](=O)[O-])cc1 | -5 | 94 | -2 | -1 | 1 | 2 | 8 | 2 | -2.5 | -5
COc1ccccc1N1CCN(S(=O)(=O)c2ccc(F)cc2)CC1 | -7 | 101 | -3 | -2 | -1 | 3 | 3 | 0 | 1.2 | 12
O=C(N/N=C/c1ccccc1)c1sccc1OCc1ccc(F)cc1 | -5 | 115 | 22 | -10 | 7 | -6 | -14 | -4 | 1.6 | 18
CN(c1ccc(Cl)cc1)S(=O)(=O)c1nnc(NC(=O)C(C)(C)C)s1 | -3 | 101 | 4 | -13 | -4 | 1 | 5 | -7 | 2.1 | -10
Cn1c(-c2cccc([N+](=O)[O-])c2)cnc1NCc1ccc(C#N)cc1 | 4 | 101 | 1 | 1 | 1 | 0 | 19 | -4 | -2.8 | 21
CCN(CC)CCSc1nc2ccc(OC)cc2[nH]1 | -1 | 96 | 6 | -3 | -1 | -2 | 5 | -8 | 0.4 | 8
CC(C)C(NS(=O)(=O)c1ccc2c(c1)Cc1cc(S(=O)(=O)NC(C(=O)O)C(C)C)ccc1-2)C(=O)O (stereo unspecified) | -4 | 102 | 0 | 1 | -10 | 1 | 11 | 8 | 0.0 | -6
COc1cc(S(=O)(=O)NC2CCSc3ccccc32)ccc1NC(C)=O (stereo unspecified) | -4 | 92 | 0 | 3 | -4 | -5 | 7 | 8 | -0.6 | -5
Fc1ccc(NC(=S)N2CCc3[nH]c4ccccc4c3C2)cc1 | -6 | 101 | 1 | 5 | -14 | -4 | 14 | -2 | -1.4 | -5
Cc1c(CC(=O)O)c(=O)oc2cc3occ(-c4ccccc4)c3cc12 | -18 | 96 | 2 | 2 | -1 | 2 | 7 | 7 | 1.2 | -2
CCOC(=O)CCCSc1nc(-c2ccc3c(c2)OCO3)cc(C(F)(F)F)c1C#N | -7 | 98 | 3 | -5 | 2 | 2 | -1 | 3 | -2.5 | -5

Reprinted from the part before: 2 entries; new compounds follow.
SMILES | CaV13 FRET inh | ABCB6 inh 2 | N-glyco inh | Granule exo inh | ABHD5-PLIN5 inh | m5-HT2A agonist | MC4R antagonist | PDI inh | MC4R ag barr | H9c2 protect
Cc1c(CC(=O)O)c(=O)oc2cc3occ(-c4ccccc4)c3cc12 | -18 | 96 | 2 | 2 | -1 | 2 | 7 | 7 | 1.2 | -2
CCOC(=O)CCCSc1nc(-c2ccc3c(c2)OCO3)cc(C(F)(F)F)c1C#N | -7 | 98 | 3 | -5 | 2 | 2 | -1 | 3 | -2.5 | -5
COc1ccc(OC)c(-c2cc(C(=O)NCc3cccs3)no2)c1 | -8 | 97 | -1 | -2 | -7 | 0 | 2 | 6 | 1.2 | -4
CNC(=S)NNc1nc(N2CCOCC2)nc(N2CCOCC2)n1 | -1 | 101 | 2 | -2 | 1 | 1 | 1 | 1 | -2.0 | 8
Cc1cc(C(=O)NCc2ccc(S(N)(=O)=O)cc2)ccc1[N+](=O)[O-] | -20 | 102 | 2 | 8 | 0 | -3 | 5 | -6 | -1.6 | -4
CC(=O)c1ccc(S(=O)(=O)N2CCN(c3nc(-c4cccnc4)nc4ccccc34)CC2)cc1 | -7 | 92 | 1 | -1 | 3 | -6 | 4 | 6 | -1.0 | 34
Cc1ccc(NC(=O)COC(=O)CCOc2ccccc2C)cc1 | -6 | 97 | 4 | 0 | 1 | 5 | -2 | -3 | 0.2 | -1
O=C(CSc1nnc2c(n1)[nH]c1ccc(F)cc12)NC1CC1 | -2 | 88 | 1 | 9 | -9 | 1 | 4 | 5 | -2.1 | -4
Cc1ccc(C(=O)N2CC(=O)Nc3ccc(F)cc3C2c2ccc(F)cc2)cc1[N+](=O)[O-] (stereo unspecified) | -3 | 98 | -1 | 26 | 6 | -3 | 11 | -6 | 2.2 | -1
Cc1ccc(OCC(=O)NNC(=O)Nc2ccc(Cl)cc2)c(Br)c1 | -5 | 99 | 0 | -1 | 2 | -6 | 3 | 6 | 3.6 | -5
COC(=O)c1nn(-c2cccc(Cl)c2)ccc1=O | -1 | 95 | 1 | 9 | -4 | 1 | 1 | 0 | -3.5 | 2
Brc1ccc(CN2CCSCC2)cc1 | -7 | 90 | 1 | -3 | 2 | -3 | -2 | -9 | -1.9 | 0
CN(C)CCCNC(=S)Nc1ccc(Oc2ccccc2)cc1 | -6 | 97 | -1 | 5 | -2 | -3 | 7 | -6 | -1.7 | 0
Cn1cnnc1-c1cccc(NS(=O)(=O)c2ccc(N3CCCC3=O)cc2)c1 | -10 | 97 | 0 | -6 | -8 | 3 | 2 | 13 | 2.0 | 9
COc1ccc(N2c3ccccc3CN(Cc3ccccc3)[C@@H](C)[C@H]2Cc2cccnc2)cc1 | -5 | 96 | -4 | -1 | 6 | 1 | 18 | 2 | 4.6 | -20
Cc1noc(C)c1S(=O)(=O)N1CCC(C(=O)N(C)Cc2ccccc2)CC1 | / | 148 | 0 | 2 | -4 | -4 | -5 | -1 | -0.4 | 10
O=C(CSc1nc2[nH]ncc2c(=O)[nH]1)NCc1ccccc1Cl | -3 | 97 | 0 | -4 | 0 | -5 | 4 | 14 | -1.8 | 3
COc1cc(S(=O)(=O)N2CCCN(C)CC2)ccc1NC(C)=O | -5 | 99 | 1 | -8 | 4 | -2 | 13 | -1 | -2.8 | 2
COc1ccc(NC(=O)CCCC(=O)c2ccccc2)c(OC)c1 | -18 | 98 | 0 | 0 | 2 | -3 | 14 | 0 | -1.4 | 6
CC1Cc2[nH]c(=S)[nH]c(=O)c2C(c2ccc(C(C)C)cc2)O1 (stereo unspecified) | -5 | 130 | / | -7 | 6 | 4 | / | / | / | /
C=C(C)CNC(=S)NNC(=O)c1ccncc1 | -5 | 96 | 0 | -1 | 12 | 0 | 4 | -1 | -2.1 | 11
Cc1ccc(N=Nc2c(N)nn3c(N)c(C#N)c(C)nc23)cc1 | -2 | 93 | 5 | 2 | -5 | -4 | -3 | 11 | -1.9 | 45
CC(=O)NS(=O)(=O)c1ccc(NC(=S)NC(=O)CC(C)C)cc1 | -4 | 100 | 1 | 1 | 4 | -5 | 0 | 7 | -2.2 | -4
CC(C)(CO)NCc1ccc(Br)cc1 | 9 | 106 | 0 | -3 | -2 | -1 | 1 | -11 | -2.0 | 9
O=C1/C(=C/c2cccs2)NC(=S)N1C1CC1 | -3 | 94 | 2 | -2 | -8 | -1 | -6 | -1 | -2.1 | -2
COc1cccc(C(N)=O)c1 | / | 100 | -1 | -3 | 3 | 3 | 3 | / | -0.1 | 4
COc1ccccc1-c1cc(C(F)(F)F)nc(S(=O)(=O)CCCC(=O)NCc2ccc(F)cc2)n1 | -2 | 102 | -12 | 75* | 15 | 5 | 12 | -5 | -1.9 | -28
Cc1cc(C)c(NC(=S)N(C)C)c(C)c1 | 2 | 101 | 0 | -1 | 1 | -4 | 14 | 6 | -0.9 | 3
Nc1ccc(S(=O)(=O)NC2(C(F)(F)F)NC(=O)N(c3ccccc3Cl)C2=O)cc1 (stereo unspecified) | -4 | 100 | 0 | 3 | -4 | 2 | 0 | -2 | -3.0 | -5
Cc1cc(C(=O)N/N=C/c2sc(N3CCOCC3)nc2-c2ccccc2)c(C)o1 | -7 | 105 | 1 | -1 | -2 | -1 | 1 | -3 | -1.2 | 22
CN(C(=O)CN1CCC(NC(=O)c2ccccc2Br)CC1)C1CCCCC1 | -5 | 89 | -1 | -5 | -8 | -3 | 20 | -9 | -0.9 | -3
CCNc1c(NC(=O)c2cccs2)c(=O)oc2ccccc12 | -3 | 160 | -2 | -4 | 6 | -5 | -3 | -3 | -0.2 | -5
COc1cc2sc(-c3ccccc3OC)c(-c3ccc(OCCN4CCOCC4)cc3)c2cc1OC | / | 99 | 2 | 18 | 12 | -2 | 5 | 3 | -3.7 | 10
O=C(O)CC(CC(=O)Nc1ccc(N2CCOCC2)cc1)c1ccccc1 (stereo unspecified) | -4 | 103 | 0 | 0 | -1 | -3 | -13 | 0 | -0.6 | -3
O=C(Nc1ccccc1C(=O)NCc1ccc(Cl)cc1)c1ccco1 | -7 | 101 | -4 | -3 | 7 | -4 | -6 | -6 | 1.3 | 6
COc1ccc(Cl)cc1NC(=O)CC(=O)Nc1cc(Cl)ccc1OC | -19 | 98 | -1 | 4 | 2 | 2 | 3 | 1 | 3.6 | 0
O=Nc1c(O)[nH]c2c(F)cccc12 | -2 | 98 | 3 | 1 | -3 | -2 | -7 | -7 | -1.9 | 0

Screening data deposited in PubChem by several laboratories.

This is a random part of the collection; overall some 4.2% were active at least once.
